# eIF4E 4G PPI = inhibitors of eIF4E and eIF4G interaction in translation initiation; TR-FRET eIF4E-eIF4GI(517-606) binding, 2 h; 220,000 tested, 0.37% active; AID 782; inhibition, % at 21.7 µM; P63073+Q04637;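 active = inhibition above about 30%, limit read from the data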;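 note: 0% = full FRET control wells and 100% = background wells lacking eIF4GI fragment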
# S1P4 antag = human S1P4 receptor antagonism; 220,000 tested, 0.26% active; S1P4-expressing cells, antagonist mode, reporter read-out; O95977; AID 1510; inhibition, % at 4.98 µM; in the data active = inhibition above about 29%;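 note: 0% = wells stimulated with agonist and 100% = vehicle wells without agonist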
# PGE2 EP2 inh = inhibitors of human EP2 prostaglandin E2 receptor | inhibition, % at 25 µM | P43116 | 260,000 tested, 0.52% active | AID 1422 | C6 glioma cells expressing human EP2, cAMP TR-FRET; cells stimulated with saturating PGE2;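 active = percent inhibition above 40 after rounding to a whole number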;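 note: rat C6 glioma host cells with rolipram phosphodiesterase inhibitor present; the protocol text gives 20 µM as final concentration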
# EP2 mod = EP2 receptor (human) modulation; P43116; EP2-expressing cells, cAMP HTRF FRET, PGE2 co-stimulation; induction, % at 25 µM; 260,000 tested, 0.83% active; AID 940;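 active = compounds whose cAMP rise, as percent of the full-agonist control response, exceeds 60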;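 note: rat C6 glioma line stably carrying human EP2 under a CMV promoter; the protocol text gives 20 µM as final concentration; 100% = response of wells given 1 µM PGE2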
# p97 ATPase inh = blocks human p97 ATPase activity. 220,000 tested, 0.42% active. recombinant p97 ATPase, Kinase-Glo ATP luminescence, 3 h. AID 1481. inhibition, % at 8 µM; in the data active = inhibition above about 15%;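 note: 0% = DMSO vehicle and 100% = wells lacking enzyme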
# NPY1 pot ag = potentiates or activates human NPY-Y1 receptor. P25929. NPY-Y1 expressing cells, potentiator/agonist activation. activation, % at 3.6 µM. 220,000 tested, 0.37% active. AID 1304; in the data active = activation above about 33%, passing the limit was not always enough;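 note: cells stimulated with NPY at EC10 then isoproterenol at EC100; 0% = low agonist plus stimulus and 100% = saturating agonist plus stimulus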
# Target sequence (P25929 whole entry, looked up): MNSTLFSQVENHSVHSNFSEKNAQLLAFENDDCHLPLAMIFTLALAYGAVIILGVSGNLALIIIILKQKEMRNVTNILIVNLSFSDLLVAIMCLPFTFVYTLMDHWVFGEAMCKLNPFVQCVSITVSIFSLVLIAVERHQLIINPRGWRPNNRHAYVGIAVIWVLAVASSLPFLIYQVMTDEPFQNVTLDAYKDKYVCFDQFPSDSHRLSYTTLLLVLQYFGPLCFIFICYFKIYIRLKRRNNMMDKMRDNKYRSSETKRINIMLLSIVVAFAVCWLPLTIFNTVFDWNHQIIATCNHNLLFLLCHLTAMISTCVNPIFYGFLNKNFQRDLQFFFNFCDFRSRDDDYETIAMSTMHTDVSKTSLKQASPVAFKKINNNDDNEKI
# NPY-Y1 antag = NPY-Y1 (human) receptor antagonism | HEK293-CNG Y1 cells, membrane potential fluorescence; NPY at EC95, then isoproterenol | inhibition, % at 3.6 µM | 200,000 tested, 1% active | P25929;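 active = inhibition above the campaign mean inhibition of all tested compounds plus 3 SD, cut at about 20% in these data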;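 note: 0% = DMSO wells given NPY plus isoproterenol and 100% = isoproterenol alone without NPY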
#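 Assay system: HEK293 Y1/CNG channel cell line; Doses: single compound dose of 3.6 µM, 0.4% DMSO; Timing: dye 3 h, compound 60 min room temperature, stimulation 45 min; Technique: Membrane-potential fluorescent dye readout; Measure: % inhibition of NPY effect.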
# NPY2 pot ag = potentiates or activates human NPY-Y2 receptor; P49146; cells expressing NPY-Y2, potentiator/agonist read-out; activation, % at 3.6 µM; 220,000 tested, 0.45% active; AID 1359; in the data active = activation above about 27%;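 note: cells stimulated with NPY near EC25 plus isoproterenol at EC100; 0% = vehicle plus submaximal agonist and 100% = vehicle plus saturating agonist; some results beyond the cut were filed as inactive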
# Target sequence (P49146 whole entry, looked up): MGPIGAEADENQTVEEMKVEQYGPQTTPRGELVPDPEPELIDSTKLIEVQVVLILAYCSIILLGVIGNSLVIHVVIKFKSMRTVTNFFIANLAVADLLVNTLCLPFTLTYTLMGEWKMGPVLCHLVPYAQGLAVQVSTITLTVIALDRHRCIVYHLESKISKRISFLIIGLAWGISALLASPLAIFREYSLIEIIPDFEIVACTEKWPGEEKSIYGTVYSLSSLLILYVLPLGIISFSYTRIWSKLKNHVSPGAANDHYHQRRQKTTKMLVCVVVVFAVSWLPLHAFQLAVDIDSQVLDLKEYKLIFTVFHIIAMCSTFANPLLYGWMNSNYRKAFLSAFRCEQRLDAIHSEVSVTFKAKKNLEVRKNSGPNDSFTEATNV
# S1P4 agonist = activates the human S1P4 receptor | AID 1509 | activation, % at 4.98 µM | O95977 | 220,000 tested, 0.35% active | S1P4-expressing cell line, agonist reporter assay; in the data active = activation above about 11%;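 note: 0% = DMSO vehicle and 100% = reference agonist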
# The depositor's hits bear a star; x = not tested or not shown; & = joins results of further samples; [ ] = remark or other dose.
SMILES,eIF4E 4G PPI,S1P4 antag,PGE2 EP2 inh,EP2 mod,p97 ATPase inh,NPY1 pot ag,NPY-Y1 antag,NPY2 pot ag,S1P4 agonist
O=C(Nc1ccc2[nH]c(=O)[nH]c2c1)c1cc(F)c(F)cc1Cl,-6,-14,3,-18,2,12,x,-4,0.2
COc1ccc(Cl)cc1N1C(=O)C2CCCN2C1c1ccccc1F (configuration not stated),0[fluorescence artefact?],13,9,31,-8,1,4,-5,-1.0
Cc1ccc(O)c(C(=O)/C=C/c2ccc3c(c2)OCCO3)c1,1,4,0,-29,2,-30,8,-14,0.1
O=C(N/N=C/C=C/c1ccco1)c1cnccn1,-2,9,11,-10,-6,-18,x,-15,0.5
O=C(CCC(=O)c1ccc(F)cc1)Nc1cccnc1,0[fluorescence artefact?],-22,13,-4,2,1,0,7,0.0
CC(=O)Nc1ccc(OCc2ccc(S(=O)(=O)Cc3ccccc3)cc2)cc1,-11,-18,9,2,-2,9,-5,12,2.2
CS(=O)(=O)N1CCC(C(=O)NCc2ccc(Cl)cc2)CC1,-2,0,5,17,7,1,x,-2,2.1
O=C(NC1CCCCC1)C(c1ccncc1)N(Cc1ccc2c(c1)OCO2)C(=O)C(F)(F)F (configuration not stated),-2,-4,18,-8,0,-20,21*,-4,-0.7
Cc1cc(C)c(OCCCCn2cnc3ccccc3c2=O)c(C)c1,3[fluorescence artefact?],-8,7,2,-2,-23,1,-4,1.1
CCC1CN(C(=O)Nc2cccc(C)c2)c2cc(C)ccc2O1 (configuration not stated),2,-11,8,1,8,4,10,5,2.1
COc1cccc(CNC(=S)Nc2cc(C)cc(C)c2)c1,0,-5,3,0,-6,-33,4,-19,0.9
CC(C)CC(=O)Nc1ccccc1Oc1ccccc1,-5,-11,16,6,-5,8,6,3,3.3
COc1ccccc1CC(=O)N1CCN(c2ccc([N+](=O)[O-])cc2)CC1,1,-2,5,-48,3,-12,1,4,-2.7
COC(=O)c1c(NC(=O)CSc2nncs2)sc2c1CCCCC2,-11,14,6,33,-3,-15,-4,-7,-2.2
CCOC(=O)CNC(=O)CSc1nnc(-c2ccco2)n1N,2,-4,6,15,3,6,4,-9,1.6
N#Cc1ccccc1COC(=O)c1cccnc1N,6,-6,4,-17,0,16,-5,10,2.0
CCCc1nc2ccccc2c(=O)n1/N=C/c1ccccc1O,6,5,9,23,4,4,-1,11,-2.0
O=C(Cc1cc(=O)[nH]c(=O)[nH]1)N1CCC(Cc2ccccc2)CC1,2,-15,9,22,4,-6,-5,3,0.7
CCN(CC(F)(F)C(F)F)S(=O)(=O)c1ccc(NC(=O)OC)cc1,5,9,3,-2,-4,-2,6,-2,0.5
Cc1cccc(-[n+]2c(-c3cccc(Br)c3)[nH]c3nc4ccccc4nc32)c1,4,-9,8,18,-2,37,x,5,1.4
COCCCN1C(=O)/C(=C\c2cccs2)C(C(=O)OC)=C1C,2,0,4,6,0,9,-1,0,-0.2
CCN(CC)CCN(C)C(=O)CCc1nnc(-c2ccc(C)s2)o1,3,-12,4,-3,-2,-3,7,5,1.4
CN(C)c1cc(-c2ccc(Cl)cc2)oc(=O)c1Cl,1,0,21,-11,6,1,x,-7,1.0
COCCn1cc(C(=O)NCCCN2CCC(C)CC2)c2c3ccccc3n(C)c2c1=O,x,-3,13,3,2,9,0,-2,-1.4
CN1CC(=O)N(C)c2ncn(Cc3ccccc3)c2C1=O,-3,5,10,10,-4,-7,7,3,1.5
# Next section
SMILES,eIF4E 4G PPI,S1P4 antag,PGE2 EP2 inh,EP2 mod,p97 ATPase inh,NPY1 pot ag,NPY-Y1 antag,NPY2 pot ag,S1P4 agonist
Cc1ccc2c(c1)cc(CN(Cc1cccs1)C(=O)c1ccco1)c1nnnn12,-3,7,7,25,7,-17,12,4,1.2
COc1cc(OC)c(C2=NOC(C(=O)Nc3ccc4c(c3)OCO4)C2)cc1Cl (configuration not stated),4,-9,-1,-4,-2,-26,4,-1,0.6
Cc1ccc(NC(=O)/C(=C\c2cccc([N+](=O)[O-])c2)NC(=O)c2cccs2)cc1,4,-8,x,3,2,32,2,12,0.7
O=S(=O)(Nc1ccncc1)c1ccc(Cl)cc1,4,0,2,6,-2,-12,2,-4,-1.2
O=C(CSc1nc(-c2ccccc2)cs1)NCc1ccco1,3,-14,21,-29,0,-23,6,-16,0.9
O=C(COC(=O)c1cccs1)c1ccc2c(c1)OCCO2,-12,-14,10,-12,-20,-10,6,-5,0.4
CCOC(=O)c1nnc(-c2cccs2)nc1Oc1ccccc1C(=O)OC,15,15,24,13,0,-12,-2,-11,-2.2
CC(C)(C)c1ccc(NC(=O)c2c(F)cccc2Cl)cc1,1,11,14,-17,3,-27,x,-10,0.9
CC1CCCCC1NC(=O)CN1CCC(O)(c2ccc3c(c2)OCO3)CC1 (configuration not stated),-3,-6,5,-8,5,4,16,-6,0.7
O=C(CCCCCNC(=O)c1ccccc1)N/N=C/c1ccc(F)cc1,1,-8,5,6,2,17,-3,5,2.3
Cc1ccc(N(CC(=O)NCCSCc2ccco2)S(=O)(=O)c2ccc(F)cc2)cc1,0,11,-2,18,-4,2,-1,-3,0.7
S=C(NCCC(c1ccccc1)c1ccccc1)Nc1ccc(Cl)cc1,0,-26,4,-29,-1,12,6,-4,-3.6
COCCCNS(=O)(=O)c1ccc(C)cc1,-4,-12,10,33,7,8,6,2,1.5
CCNC(=S)Nc1cccc(F)c1C,0,-9,8,36,-2,-12,-3,-14,0.0
Cn1c(=O)c2c(SCC(=O)c3ccccc3)nc(C3CC3)nc2n(C)c1=O,-8,-49,15,25,-1,-2,-1,5,1.7
OCCNCCCCOc1ccc(F)cc1,8,-6,2,10,5,13,-2,5,-0.6
CCCSc1nc2ccsc2c(=O)n1CC,3,-9,7,22,3,-14,-1,2,0.5
Nn1c(SCC(=O)N2CCCCC2)nnc1-c1ccncc1,-5,-10,10,14,2,10,5,4,2.0
CC1Cc2nc(SCC(=O)NCc3ccccc3)n(Cc3ccccc3)c(=O)c2S1 (configuration not stated),-3,-9,7,8,-5,10,1,4,-2.2
COc1cc(CO)cc(-c2cc(CO)cc(OC)c2OC)c1OC,4[fluorescence artefact?],-1,15,26,4,-4,-4,8,1.3
Cc1ccc(/C=C/C(=O)N2CCN(S(=O)(=O)c3c(C)c(C)cc(C)c3C)CC2)o1,1,12,16,-8,-2,-13,5,-6,-2.2
COc1ccc(NC(=S)NCCc2ccc(S(N)(=O)=O)cc2)c(OC)c1,0,-18,18,-74,4,-1,2,-2,0.6
C=CCn1c(-c2ccc(OC)cc2)csc1=Nc1c(C)n(C)n(-c2ccccc2)c1=O,9[fluorescence artefact?],1,10,4,1,2,-8,19,4.3
COc1ccc(/C=C(\NC(=O)c2ccc(OC)c(OC)c2)C(=O)NCCc2c[nH]c3ccccc23)cc1,-22,-12,4,39,9,2,1,11,0.5
COc1cc(C2C(C#N)=C(N)Oc3c2oc(CO)cc3=O)cc(OC)c1OC (configuration not stated),-5,-5,10,6,9,6,6,7,-0.1
# Next part:
SMILES,eIF4E 4G PPI,S1P4 antag,PGE2 EP2 inh,EP2 mod,p97 ATPase inh,NPY1 pot ag,NPY-Y1 antag,NPY2 pot ag,S1P4 agonist
CN(C)C(/C=C/Nc1ccc(C#N)cc1)=C(C#N)C#N,0[fluorescence artefact?],-4,8,2,2,-15,1,7,-0.5
O=C(NCc1cccnc1)C1CCCN(S(=O)(=O)c2ccc(Br)cc2)C1 (configuration not stated),-4,-18,17,14,-2,-4,2,-11,1.2
Cc1ccc2nc(Nc3ccccc3)c(/C=N/O)c(=O)n2c1,2[fluorescence artefact?],-20,11,44,4,-1,-2,-14,0.2
O=C(CCc1nc2ccccc2[nH]1)Nc1ccc2c(c1)OCO2,-2,-1,9,5,5,-13,3,12,0.7
COc1cccc(-n2nnc3c(=O)n(CC(=O)Nc4ccccc4C)cnc32)c1,1,1,9,24,0,-6,-2,3,0.1
Cc1ccc(S(=O)(=O)Nc2ccccc2CNc2ccccn2)cc1,4,-12,9,32,0,-10,8,-6,0.7
CCCCc1ccc(NS(=O)(=O)c2cccs2)cc1,5,9,4,-33,2,14,4,-9,-1.4
CNC(=O)C(=O)Nc1nc(C23CC4CC(CC(C4)C2)C3)cs1,-2,-7,11,-37,1,-4,6,0,0.8
CC(=O)Nc1ccc(NC(=O)CSc2ncnn2-c2ccccc2)cc1,-8,-2,10&8,-47&-12,-2,22,-3,-6,-1.3
CCCOc1ccc(N2C(=O)CC(N(CCC)C(=O)CCC(=O)O)C2=O)cc1 (configuration not stated),0,-16,10,-14,-4,-5,-1,13,0.9
CCCSc1nnc(-c2cccc(S(=O)(=O)N(C)C)c2)n1-c1cc(OC)ccc1OC,4[fluorescence artefact?],-2,10,-4,-6,-14,17,-4,-1.0
NC(=O)c1ccc(N2CCCCC2)c(N2C(=O)C3C4C=CC(C4)C3C2=O)c1 (configuration not stated),3,-2,13,10,2,-12,3,8,1.5

# Source: PubChem

# These rows are one share of the data; rates above refer to the full screens.
